High-throughput results from PubChem.
ST2 IL33 inh – blocks human ST2 binding to IL-33 | AlphaLISA ST2-Fc/biotin-IL-33 interaction, 1 h | inhibition, % for hits at 17 µM | 78,000 tested, 2.3% active; in the data active means inhibition above about 30%; inconclusive means mostly about 10% to 28%
Target sequence (Q01638 whole entry, looked up): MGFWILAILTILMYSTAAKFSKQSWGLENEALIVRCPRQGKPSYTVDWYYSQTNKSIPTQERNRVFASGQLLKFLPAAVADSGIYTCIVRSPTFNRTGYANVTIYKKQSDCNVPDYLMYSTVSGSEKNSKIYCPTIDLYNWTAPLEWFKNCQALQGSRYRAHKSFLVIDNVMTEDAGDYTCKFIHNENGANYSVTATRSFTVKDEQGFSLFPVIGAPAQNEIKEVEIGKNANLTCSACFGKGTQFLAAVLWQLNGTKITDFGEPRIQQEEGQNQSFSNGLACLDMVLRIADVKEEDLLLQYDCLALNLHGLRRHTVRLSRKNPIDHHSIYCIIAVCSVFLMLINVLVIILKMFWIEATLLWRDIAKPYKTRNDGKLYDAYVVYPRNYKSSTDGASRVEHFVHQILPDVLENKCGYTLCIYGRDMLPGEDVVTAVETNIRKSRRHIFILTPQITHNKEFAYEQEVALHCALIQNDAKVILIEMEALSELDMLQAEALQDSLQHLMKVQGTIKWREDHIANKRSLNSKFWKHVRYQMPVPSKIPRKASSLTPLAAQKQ
An asterisk follows results filed as active; i = inactive; ? = inconclusive. A portion of the library; rates above refer to the full screens.

canonical_smiles,ST2 IL33 inh
Cc1c(NC(=O)c2cc(-c3cccs3)on2)c(=O)n(-c2ccccc2)n1C,i
CCc1[nH]c2c(CNC(=O)Cc3csc(C)n3)cc(C)cc2c1C,?
CCn1c2ccccc2c2nc3ccccc3nc21,?
CCC(C)NS(=O)(=O)c1cc(Br)cc2c1N(C(=O)C1CC1)CC2 (stereo unspecified),i
CC1(C)CC(=O)C([N+](=O)[O-])=C(NCCCO)C1,i
Cc1ccc(-c2noc(CCC(=O)N3CCC4(CC3)OCCO4)n2)cc1,i
CN1CCN(C(=O)c2cc(-c3ccco3)on2)CC1,i
O[C@@H]1C[C@@H](c2nc(-c3ccc4c(c3)OCO4)no2)N(Cc2ccc(Cl)cc2)C1,i
CN(CC1CC(=O)N(C2CCCC2)C1)C1CCC2(CCNCC2)CC1 (stereo unspecified),i
COc1cc2c(cc1OC)C(C(=O)Nc1ccc(C(C)C)cc1)C(c1cccs1)N(C)C2=O (stereo unspecified),i
CC1CCC(C(=O)NC(C(=O)Nc2ccccn2)C(C)C)CC1 (stereo unspecified),i
Cc1ccc2c(C)c(C(=O)N3CCCC(Nc4ccc5c(c4)OCCO5)C3)oc2c1 (stereo unspecified),?
COc1ccc(Cl)cc1N(CC(=O)NCC1CCCO1)S(C)(=O)=O (stereo unspecified),i
COc1ccc(CN2CCCN(CC(=O)Nc3ccc4c(c3)OCO4)S2(=O)=O)cc1,?
CC(=O)NCCNC(=O)CCc1nc2sc3c(c2c(=O)[nH]1)CCCC3,i
COc1cc(C(=O)Nc2cccc(NC(=O)c3cc(F)c(F)cc3Cl)c2)cc(OC)c1OC,i
CCc1c(C)sc(NC(=O)c2cc(-c3ccc(OC)c(OC)c3)on2)c1C#N,i
O=C(CSc1cn(Cc2ccc(F)cc2)c2ccccc12)N1CCCC1,i
CN(Cc1ccc2nonc2c1)Cc1nc(-c2cccs2)no1,?
COc1cccc2cc(C(=O)Nc3ccc(C)cc3C)c(=O)oc12,i
CCc1nc(N2CCN(CC)CC2)c2c3c(sc2n1)CCCC3,i
COC(=O)c1cc2n(n1)CCN(C(=O)c1ccc(C)[nH]c1=O)C2,i
COC(=O)CCn1cc([C@@H]2C[C@H](NC(C)=O)C[C@H](C3CCCCC3)O2)cn1,i
CCOc1ccc(C2C3=C(CCCC3=O)Nc3nc(SC)[nH]c(=O)c32)cc1 (stereo unspecified),i
C=CCSC1=C(C#N)C(C)(C)C(C#N)C(=O)N1 (stereo unspecified),i
COc1ccc(N2C(=O)C3CC=CCC3C2=O)cc1OC (stereo unspecified),i
CCNc1nc(OC)nc(Oc2ccc(/C=N\O)cc2)n1,i
Cc1cc2oc(=O)cc(C)c2cc1NC(=O)C1CCOC1 (stereo unspecified),i
COc1cccc(CCNC(=O)c2cc3n(n2)CCCNC3)c1OC,i
O=C(NC1CCCCC1)c1ccccc1S(=O)O,i
CCC(=O)Nc1cccc(C(=O)N2CCCC2c2ccccn2)c1 (stereo unspecified),i
CN[C@@H]1[C@H](O)[C@H](CO)O[C@@H]1CNC1CCCCC1,?
COCCN(Cc1cccs1)C(=O)c1ccc2[nH]ccc2c1,?
CC(=O)N[C@H]1C[C@@H](c2cnc(-c3ccccn3)nc2)O[C@@H](C2CCCCC2)C1,?
COc1cc(C(=O)Nc2ncc(Cc3ccccc3Cl)s2)cc(OC)c1OC,i
CCNc1ncc(-c2nccn2CCN(C)C)cn1,?
CCOC(=O)C1=C(N)OC2=C(C(=O)CC(c3ccccc3)C2)C1c1cccc(OC)c1 (stereo unspecified),?
O=C(Nc1nccs1)c1ccc2nc(-c3ccco3)c(-c3ccco3)nc2c1,30%*
CC(=O)C1=C(C)Nc2ncnn2C1c1ccc(OCc2ccccc2)cc1 (stereo unspecified),i
COc1ccc(N2C(=O)CC(NCc3ccc(F)cc3)C2=O)cc1 (stereo unspecified),i
Oc1ccc[n+](CCCCC[n+]2cccc(O)c2)c1,i
Cc1c(C(=O)O)sc2ncn(CC(=O)N3CCOCC3)c(=O)c12,i
O=C(Cn1c(=O)n(-c2ccc(F)cc2F)c(=O)c2sccc21)NCCC1=CCCCC1,i
CC(=O)Nc1cccc(N(C)C)c1,i
CCn1c(CC2CCNCC2)nn(Cc2cc(C(C)C)on2)c1=O,i
COc1ccc(Nc2cc(C)nc(N3CCN(S(=O)(=O)c4cc(C)ccc4OC)CC3)n2)cc1,?
Cc1cc2c3c([nH]c2cc1S(=O)(=O)NCCc1ccc(S(N)(=O)=O)cc1)CC(C)(C)CC3=O,i
O=C1[C@@H]2[C@H](C(=O)N1c1ccccc1F)[C@H]1C=C[C@@H]2C12CC2,i
CN1[C@@H](CCC(=O)N2CCN(c3ccccc3)CC2)CNC(=O)[C@@H]2[C@H]1CCN2Cc1ncc[nH]1,i
CNC(=O)C1CCC(Cn2c(=O)c3sccc3n(CC(=O)NCCCc3ccccc3)c2=O)CC1 (stereo unspecified),i

(list continues)
canonical_smiles,ST2 IL33 inh
Cc1ccc2[nH]c(=O)cc(C(=O)NC3CC(=O)N(CC4CCCCC4)C3)c2c1 (stereo unspecified),?
N[C@@H](CC(=O)O)C(=O)O,i
Cc1cc(CNC(=O)c2ccc(-n3cnnn3)cc2)c2[nH]c(C)c(C)c2c1,i
CC1(C)CC(=O)C2=C(C1)Nc1nc(SCc3ccccc3F)[nH]c(=O)c1C2c1ccc(O)cc1 (stereo unspecified),i
Cc1cccn2c(Nc3ccccc3)c(-c3ccco3)nc12,?
CC1=C(C(=O)Nc2ccc(C)cn2)C(c2ccc(Cl)c([N+](=O)[O-])c2)C2=C(CCCC2=O)N1 (stereo unspecified),i
C=CCn1c(CCCNC(=O)c2cccs2)nc2ccccc21,i
CCn1nc(CC(C)C)cc1C(=O)N1Cc2cnn(CCO)c2C1,i
CC1=C(C(=O)Nc2cc(C)ccn2)C(c2ccc(C)cc2)C2=C(CC(C)(C)CC2=O)N1 (stereo unspecified),i
CCCN1CCN(CCCNC(=O)c2cn(C)c(=O)c3c2c2ccccc2n3C)CC1,i
O=C(Nc1ccccn1)C1CCN(c2ccc(-c3cccs3)nn2)CC1,i
CCOc1ccc(C(=O)Nc2cccc(Cl)c2)cc1[N+](=O)[O-],i
O=C(Nc1nc2ccccc2s1)c1ccc(Br)o1,?
Cc1ccc(S(=O)(=O)C2(C(=O)NCc3ccccc3)CC2)cc1,i
COc1ccc(C(=O)C2CCCN(c3cc(OC)nc(N)n3)C2)c(OC)c1 (stereo unspecified),i
CCc1ccc(-c2nc(CN3CCCC(C(=O)NC4CC4)C3)c(C)o2)cc1 (stereo unspecified),i
CCn1c(=O)cc(O)c2ccccc21,85%*
O=C(O)CN1N=C(c2ccc(Cl)cc2)CCC1=O,i
Cc1cccc(-n2ncc3c(NCCO)ncnc32)c1,?
Cc1cc2c3c([nH]c2cc1S(=O)(=O)Nc1ccc(S(N)(=O)=O)cc1)CC(C)(C)CC3=O,i
NNc1ncc(Cl)cc1Cl,i
COC(=O)c1ccc(CN2CCN(CC3CCCCC3)C(CCO)C2)cc1 (stereo unspecified),i
Cc1nc(C)c(CC(=O)N2CC[C@@]3(O)CCCC[C@H]3C2)c(=O)[nH]1,i
COc1cc2c(c(OC)c1OC)-c1c(cc(OC)c(OC)c1OC)C[C@](C)(O)[C@@H](C)C2,i
C=CCNC(=O)c1ccc(-c2cccc(-n3cccn3)c2)o1,?

Carrying on:
smiles | ST2 IL33 inh
CC1(C)OC2c3ccccc3OC3(C)CCC1CC23 (stereo unspecified) | i
CCCn1ncc(C(=O)N2CCCN(S(C)(=O)=O)CC2)c1C | i
Cn1cc(CC(=O)NCCN2CCc3ccccc3C2)c2ccccc21 | i
COc1ccc(-c2ccnc(N[C@H]3CO[C@H]4[C@@H]3OC[C@@H]4NC(=O)Nc3cccc(C(F)(F)F)c3)n2)cc1 | i
Cc1cccc(C(=O)Nc2c3c(nn2-c2ccc(C)cc2C)CSC3)c1 | i
COc1ccccc1-n1c(SCC(=O)Nc2cc(C)cc(C)c2)nc2c(c1=O)SCC2 | i
CCCCc1cn(CC2CCCN(C(=O)c3n[nH]c4c3CCCC4)C2)nn1 (stereo unspecified) | i
COC(C)c1cccc(-c2nccc3occc23)c1 (stereo unspecified) | i
Cc1ccc(CN2CCSc3ccc(C(=O)NCc4cccnc4)cc32)cc1 | i
COc1ccc(CNC(=O)C[C@@H]2CCNC[C@@H]2Cc2cc(-c3ccccc3)on2)cc1OC | i
O=C(c1ccccc1-c1nn[nH]n1)N1CCOC(Cc2cccc(F)c2)C1 (stereo unspecified) | i
CC1CCCC(NC(=O)C2(C)CCC(=O)N2CCN2CCOCC2)C1C (stereo unspecified) | i
O=C(CNS(=O)(=O)c1cccs1)N1CCCC1 | i
CCOc1cc(C)c(S(=O)(=O)NCc2ccc3c(c2)OCO3)cc1C | i
CCOC(=O)C1CCN(C(=O)Cn2c3ccccc3c(=O)c3ccccc32)CC1 | i
CCOC(=O)Cn1c(=O)n(-c2ccc(F)cc2)c2nc(-c3cccc(Cl)c3)nc(C(N)=O)c21 | i

An excerpt taken from the entries so far, for reference:
smiles | ST2 IL33 inh
CC1CCCC(NC(=O)C2(C)CCC(=O)N2CCN2CCOCC2)C1C (stereo unspecified) | i
O=C(CNS(=O)(=O)c1cccs1)N1CCCC1 | i
CCOc1cc(C)c(S(=O)(=O)NCc2ccc3c(c2)OCO3)cc1C | i
CCOC(=O)C1CCN(C(=O)Cn2c3ccccc3c(=O)c3ccccc32)CC1 | i

(listing goes on)
smiles | ST2 IL33 inh
COc1ccccc1C(=O)Nc1cc(Cl)ccc1OCc1cc(=O)n2oc(C)cc2n1 | i
CCOc1ccc(NC(=O)c2cccc([N+](=O)[O-])c2)cc1 | i
Cc1ccc(N(C(=O)C(C)C)C2C=CS(=O)(=O)C2)cc1C (stereo unspecified) | i
COc1ccc(-c2cc(-c3ccc(C)cc3)[nH]c(=O)c2C#N)cc1 | i
CC(C)(C)NS(=O)(=O)c1ccccc1[N+](=O)[O-] | i
CCOc1ccc(C2CC(c3ccccc3)Nc3nc(N)nn32)cc1 (stereo unspecified) | ?
O=C(NC12C[C@H]3C[C@@H](C1)CC(n1ncnn1)(C3)C2)c1cn2ccsc2n1 | i
O=[N+]([O-])c1ccc(O)c(C=Nc2ccc3oc(Cc4ccccc4)nc3c2)c1 | 48%*

Given field by field: part of the list above
structure: CC(C)(C)NS(=O)(=O)c1ccccc1[N+](=O)[O-]
  ST2 IL33 inh = i

structure: CCOc1ccc(C2CC(c3ccccc3)Nc3nc(N)nn32)cc1 (stereo unspecified)
  ST2 IL33 inh = ?

structure: O=C(NC12C[C@H]3C[C@@H](C1)CC(n1ncnn1)(C3)C2)c1cn2ccsc2n1
  ST2 IL33 inh = i

structure: O=[N+]([O-])c1ccc(O)c(C=Nc2ccc3oc(Cc4ccccc4)nc3c2)c1
  ST2 IL33 inh = 48%*

Continuation.
smiles | ST2 IL33 inh
CC(=O)c1cc(CN2CCC3(CCCN(Cc4ccc(F)c(F)c4)C3)C2)cs1 (stereo unspecified) | ?
COc1ccc(NC(=O)c2cccn2-c2nnc(N3CCCCC3)s2)cc1 | i
Cc1nc(C2CCNCC2)cc(N(C)CCc2noc(C(C)C)n2)n1 | i
COc1ccc(OC)c(S(=O)(=O)N2CCN(c3cc(-c4ccc(F)cc4)ncn3)CC2)c1 | i
Cc1ccc(NS(=O)(=O)c2cc(Br)cc3c2N(C(=O)C2CC2)CC3)cc1F | i
Cc1ccc(CNc2ccc(C(=O)NCc3cnc(C)cn3)cc2)cc1 | ?
COc1cc2ccc(=O)oc2c(OC)c1O | i
Cc1ccsc1[C@@H]1CCN(Cc2cnc(-c3ccccn3)nc2)C[C@H]1O | i
Nc1nc(-c2ccc(F)cc2)cc(C(F)(F)F)n1 | ?
c1cncc(CNc2cc(-c3ccc4cn[nH]c4c3)c3cc[nH]c3n2)c1 | ?
CCCCNC(=O)c1ccc(Cn2c(=O)c3cc(OC)c(OC)cc3n(CC(N)=O)c2=O)cc1 | i
Clc1ccc(N2CCN(Cc3nc(-c4cccs4)no3)CC2)nc1 | i
O=C(Nc1ccccc1)N[C@H]1CO[C@H]2[C@@H]1OC[C@H]2OC(=O)Nc1ccccc1 | ?
Cc1sc2nc(SCc3ccc(C(=O)NCCO)cc3)nc(N)c2c1C | i
COCCN[C@H]1[C@@H]2OC[C@@H](O2)[C@@H](NCc2ccc3c(c2)OCO3)[C@@H]1O | ?
O=C(NC1CC1)c1cc2nc(-c3ccco3)cc(C(F)(F)Cl)n2n1 | i

In a second layout: entries from further up.
Nc1nc(-c2ccc(F)cc2)cc(C(F)(F)F)n1
- ST2 IL33 inh: ?

c1cncc(CNc2cc(-c3ccc4cn[nH]c4c3)c3cc[nH]c3n2)c1
- ST2 IL33 inh: ?

CCCCNC(=O)c1ccc(Cn2c(=O)c3cc(OC)c(OC)cc3n(CC(N)=O)c2=O)cc1
- ST2 IL33 inh: i

Clc1ccc(N2CCN(Cc3nc(-c4cccs4)no3)CC2)nc1
- ST2 IL33 inh: i

Other structures follow:
smiles | ST2 IL33 inh
CN(CCNCCC(=O)Nc1cccc(Cl)c1)S(C)(=O)=O | i
CN(C)CCN1C(=O)CC(CC(=O)N2CCN(C3CCCCC3)CC2)(c2ccccc2F)C1=O (stereo unspecified) | ?
O=C(NCc1nnc2n1CCCCC2)c1cn(Cc2ccc(F)cc2)nn1 | i
O=C(O)CN(CCc1ccccc1)CC(=O)O | i
O=C(COc1cccnc1)N1CCC(c2[nH]ncc2-c2cccc(F)c2)CC1 | ?
C/C(Nc1ccc(Br)cc1)=C(/C#N)C(N)=O | i
COc1cccc(C2CC(c3ccc(Cl)cc3)n3nc(N)nc3N2)c1 (stereo unspecified) | i
CC1=C(C#N)C(c2cccc(O)c2)C2=C(CC(c3ccccc3)CC2=O)N1 (stereo unspecified) | i
CC(=O)c1c(C)nc2nonc2c1N=CN(C)C | i
COc1nccnc1NS(=O)(=O)c1ccc(NC(=O)COc2cc(C)c(Cl)c(C)c2)cc1 | i
Cc1ccccc1CSC1=NCCN1C(=O)C12CC3CC(CC(C3)C1)C2 | i
CCN(C(=O)Cc1c(C(=O)O)[nH]c2ccccc12)c1ccccc1 | i
CCOc1ccc2nc(N3CCCC3)sc2c1 | i
